# MC4R barr agon = MC4R agonists recruiting beta-arrestin, primary screen, cell-based, luminescence, agonist arm of biased-ligand search. U2OS MC4R beta-arrestin complementation; percent of melanotan II response, DMSO zero. activation, % at 8.9 µM. hit rate 0.98% among 360,000;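 active means activation above a per-plate cutoff, the mean activation of sample wells on that plate plus 3 SD, cut at about 8% in these data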
# PDI turbidity = inhibitors of human PDI, primary screen, biochemical, turbidity, single point, plate reader; Protein disulfide-isomerase (Homo sapiens), P07237; PDI insulin aggregation turbidity, A650, 90 min; inhibition, % at 10 µM; hit rate 0.052% among 350,000; AID 588391, 2011;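 active means mean inhibition across replicates of 30% or more, whatever share of single replicates reach that level; inconclusive means mean inhibition below 30% while every single replicate reaches 30%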;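 further: absorbance from insulin aggregation driven by PDI reduction with DTT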
# m5-HT2A agonist = mouse Htr2a agonists via beta-arrestin recruitment, primary screen, cell-based, luminescence. activation, % at 7.6 µM. AID 624169, 2012. CHO-K1 mHTR2A beta-arrestin complementation; percent of 30 µM serotonin response. hit rate 0.66% among 360,000;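 active means activation above a run cutoff, the mean activation of all tested compounds plus 3 SD, cut at about 14% in these data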;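 further: 0% = plate median of compound wells and 100% = 30 µM serotonin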
# MC4R antag cAMP = MC4R antagonists of cAMP signaling, primary screen, cell-based, TR-FRET, antagonist arm of biased-ligand search; Melanocortin receptor 4 (Homo sapiens), P32245; MC4R-expressing cells, MTII-stimulated cAMP, LANCE TR-FRET; inhibition, % at 6.5 µM; hit rate 0.48% among 360,000; AID 540295, 2011;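 active means inhibition above its plate's cutoff, the mean of tested wells on that plate plus 3 SD, cut at about 29% in these data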;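 further: 0% = Melanotan II alone and 100% = Melanotan II plus saturating MCL0020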
#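 system = U2OS cells with stable human MC4R expression | also added = Melanotan II challenge after compound preincubation | dosing = one concentration, 6.5 µM nominal | incubation = compound 30 min, challenge 1 h, detection 1 h | measured by = TR-FRET with Eu-cAMP and labeled anti-cAMP, 671 nm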
# Glyco luc inh = increase of ERlucT glycosylation luciferase signal, primary screen, N-linked glycosylation inhibitor project, D54 ERlucT cells, luminescence, set 2; D54 ERlucT glycosylation luciferase reporter, 24 h; percent of 100 nM tunicamycin response; reporter increase, % at 12.5 µM; hit rate 0.23% among 360,000; AID 588692, 2011;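 active means mean luciferase reporter signal, scaled so untreated is 0 and the glycosylation-blocking control 100, at or above a set limit in every replicate; inconclusive means mean reaches the limit but not every replicate does; inactive means mean below the limit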;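 further: luciferase carries N-glycosylation sites so blocking glycosylation raises the light; 0% = median of neutral control wells and 100% = median of 100 nM tunicamycin wells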
# ABHD5 PLIN5 PPI = ABHD5-PLIN5 interaction inhibitors, primary screen, cell lysate, split luciferase complementation, luminescence. Perilipin-5 (Homo sapiens) + 1-acylglycerol-3-phosphate O-acyltransferase ABHD5 (Homo …. Split G. princeps luciferase complementation, 4 h. inhibition, % at 4 µM. hit rate 0.78% among 360,000. AID 602281, 2012;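 active means inhibition above the mean inhibition across every tested compound plus 3 SD, cut at about 22% in these data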;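 further: 0% = DMSO only wells and the 100% control is not disclosed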
# ABCB6 inh MLPCN = ABCB6 transporter inhibitors, primary screen, K562-ABCB6 cells, flow cytometry, MLPCN library; K562-ABCB6 porphyrin accumulation, 1 h; active compounds read low; AID 602162, 2011; hit rate 0.19% among 360,000; ATP-binding cassette sub-family B member 6 (Homo sapiens), Q9NP58; fluorescence ratio to DMSO, % at 10 µM;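 active means fluorescence ratio to DMSO below 75%, the collection mean minus 3 SD; inconclusive means too few cells collected in the well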;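 further: signal is porphyrin accumulated inside mitochondria; 100% equals median channel fluorescence of DMSO control wells; lower ratio means ABCB6 inhibition with less porphyrin fluorescence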
# Target sequence (Q9NP58 whole entry, looked up): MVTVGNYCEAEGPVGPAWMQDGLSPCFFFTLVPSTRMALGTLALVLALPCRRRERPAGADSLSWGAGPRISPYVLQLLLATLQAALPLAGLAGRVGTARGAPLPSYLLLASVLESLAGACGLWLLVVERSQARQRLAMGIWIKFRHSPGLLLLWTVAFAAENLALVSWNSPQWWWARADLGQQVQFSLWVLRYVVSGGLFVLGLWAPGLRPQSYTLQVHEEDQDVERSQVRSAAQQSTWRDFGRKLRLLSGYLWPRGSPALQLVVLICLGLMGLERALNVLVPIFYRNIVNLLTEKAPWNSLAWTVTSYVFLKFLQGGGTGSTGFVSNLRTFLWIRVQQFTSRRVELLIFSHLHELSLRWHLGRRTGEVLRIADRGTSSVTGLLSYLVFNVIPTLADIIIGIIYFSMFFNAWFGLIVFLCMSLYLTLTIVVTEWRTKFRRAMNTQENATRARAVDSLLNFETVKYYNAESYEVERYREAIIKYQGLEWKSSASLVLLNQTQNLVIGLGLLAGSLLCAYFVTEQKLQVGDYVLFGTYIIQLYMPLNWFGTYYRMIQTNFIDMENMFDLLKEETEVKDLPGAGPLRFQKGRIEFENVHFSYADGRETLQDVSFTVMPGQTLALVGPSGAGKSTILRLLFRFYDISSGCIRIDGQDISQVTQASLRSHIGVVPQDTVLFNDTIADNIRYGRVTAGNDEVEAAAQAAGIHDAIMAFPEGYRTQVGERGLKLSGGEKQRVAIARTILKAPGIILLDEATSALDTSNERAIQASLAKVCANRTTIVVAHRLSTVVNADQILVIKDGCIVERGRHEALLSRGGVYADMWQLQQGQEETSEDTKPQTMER
# Cardio protect = cardioprotection against H2O2-induced cell death, primary screen, uHTS, H9c2 cells, ATPLite luminescence; hit rate 0.63% among 360,000; protection from H2O2 cell death, % at 20 µM; H9c2 cardiomyocytes, H2O2 injury protection, 2 h;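 active means compounds giving at least 50% protection of heart cells from peroxide-induced death in the single-dose screen, raw or plate-pattern-corrected value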;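 further: 0% = DMSO wells with peroxide and 100% = DMSO wells without peroxide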
# CaV13 FRET inh = Disruptors of the CACNA1D IQ motif to Ca2+-dependent inactivation inhibitor domain association, primary screening, Förster resonance energy transfer in intact living … | inhibition, % at 12.3 µM | hit rate 0.098% among 340,000 | AID 743397 | HEK cells, CFP/YFP FRET ICDI-IQ, plate reader, 10 min; percent FRET-ratio fall versus neutral wells;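 active means mean replicate inhibition of at least 30% and at least 1% of replicates passing that level; inconclusive means only one of the two criteria is met; inactive means neither criterion is met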;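 further: 0% = median of the neutral control wells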
# Granule exo inh = LAMP-1 surface exposure blockers, TALL-104 cells – cell-based, flow cytometry, MLPCN library, primary screen. TALL-104 LAMP-1 surface exposure; cells stimulated with thapsigargin and PMA. inhibition, % at 10 µM. hit rate 0.66% among 360,000;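 active means inhibition above about 55%, limit read from the data; inconclusive means no clear call, values can overlap the other calls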
# * marks the source's active call; other numbers are inactive results; ? = inconclusive; . = no result given.
1. CC(=O)NCC1(O)CCCC(C)C1 (stereo unspecified)
2. CS(=O)(=O)Nc1ccc(C2=NN(S(C)(=O)=O)C(c3ccccc3)C2)cc1 (stereo unspecified)
3. CCOC(=O)C1(C)CCCN(C(=O)c2snnc2C)C1 (stereo unspecified)
4. CCCOC(=O)C1=C(C)N(C)C(=O)NC1c1cc2c(cc1[N+](=O)[O-])OCO2 (stereo unspecified)
5. COc1ccccc1-c1csc(C(NC(C)=O)c2ccccc2)n1 (stereo unspecified)
6. CC(=O)Nc1ccc(SCCC2CCCCN2C)cc1 (stereo unspecified)
7. COC(=O)c1ccc(Cl)c(NC(=O)c2cccc([N+](=O)[O-])c2C)c1
8. COc1c2ccoc2c(OC[C@@H](OC(C)=O)C(C)(C)O)c2oc(=O)ccc12
assay / entry	1	2	3	4	5	6	7	8
MC4R barr agon	5.7	-0.7	-0.3	-2.5	-3.8	-0.1	-0.6	0.1
PDI turbidity	11	-3	-2	5	-1	5	11	-9
m5-HT2A agonist	5	-4	-2	0	-5	4	0	5
MC4R antag cAMP	-2	3	1	21	-6	3	3	19
Glyco luc inh	1	1	0	-2	42*	1	0	-1
ABHD5 PLIN5 PPI	8	-4	-14	-7	2	7	3	-25
ABCB6 inh MLPCN	101	93	101	100	102	96	109	97
Cardio protect	-4	3	6	3	1	-6	-9	3
CaV13 FRET inh	3	-2	-7	-18	-10	-5	-5	-11
Granule exo inh	0	-2	-5	-1	0	-4	3	3

9. Cc1ccccc1S(=O)Cc1ccc(C(=O)NC2CCN(Cc3ccccc3)CC2)o1 (stereo unspecified)
10. CNC(=O)NC(=O)CSc1nc2ccccc2n1CCOC
11. COc1ccccc1C(=O)NCC1CCN(c2ccc(S(=O)(=O)N3CCOCC3)cc2)CC1
12. COc1ccc2nc(N=NC3=C(O)CC(C)(C)CC3=O)sc2c1
13. CC(C)CNC(=O)c1c2c(nc3ccccc13)-c1ccccc1CC2
14. O=S(=O)(c1cccc(-c2nnc(-c3ccc(Br)cc3)o2)c1)N1CCCCCC1
15. CCOc1ccc2nc(Cl)c(CN(C(=O)c3cnccn3)C3CCCC3)cc2c1
16. CC(=O)OCC(=O)[C@@]1(O)CC[C@H]2[C@@H]3CCC4=CC(=O)C=C[C@]4(C)[C@H]3C(=O)C[C@@]21C
assay / entry	9	10	11	12	13	14	15	16
MC4R barr agon	0.6	0.1	0.5	-3.9	-0.3	0.3	-1.8	1.7
PDI turbidity	-1	19	0	2	1	-5	-2	6
m5-HT2A agonist	-10	1	2	0	-3	-1	2	4
MC4R antag cAMP	13	13	17	-3	4	6	14	15
Glyco luc inh	-4	0	-2	-4	-1	-6	1	1
ABHD5 PLIN5 PPI	-6	-4	-4	6	-2	-4	5	-3
ABCB6 inh MLPCN	96	88	99	98	97	87	97	95
Cardio protect	2	-2	-5	30	6	-12	-3	-4
CaV13 FRET inh	-7	-2	-8	-4	-3	-5	0	-14
Granule exo inh	5	0	-2	3	0	-1	2	-3

# In another format: entries from further up
cpd | Structure | MC4R barr agon | PDI turbidity | m5-HT2A agonist | MC4R antag cAMP | Glyco luc inh | ABHD5 PLIN5 PPI | ABCB6 inh MLPCN | Cardio protect | CaV13 FRET inh | Granule exo inh
9 | Cc1ccccc1S(=O)Cc1ccc(C(=O)NC2CCN(Cc3ccccc3)CC2)o1 (stereo unspecified) | 0.6 | -1 | -10 | 13 | -4 | -6 | 96 | 2 | -7 | 5
10 | CNC(=O)NC(=O)CSc1nc2ccccc2n1CCOC | 0.1 | 19 | 1 | 13 | 0 | -4 | 88 | -2 | -2 | 0
11 | COc1ccccc1C(=O)NCC1CCN(c2ccc(S(=O)(=O)N3CCOCC3)cc2)CC1 | 0.5 | 0 | 2 | 17 | -2 | -4 | 99 | -5 | -8 | -2

# New compounds follow:
17. Cc1cnc(C(=O)Nc2ccc(S(=O)(=O)N(C(C)C)C(C)C)cc2)cn1
18. Cc1ccc2c(c1)C(=O)CC(c1ccc3c(c1)OCCO3)O2 (stereo unspecified)
19. Cc1ccc2cc(CNC(C)C)c(=O)[nH]c2c1
20. CC(CN1CCC(n2nccc2NC(=O)CCCc2ccccc2)CC1)c1ccccc1 (stereo unspecified)
21. Cc1ccsc1/C=C1\SC(N2CC(C)OC(C)C2)=NC1=O (stereo unspecified)
22. CN(C)CCCNc1ncnc2c1c(-c1ccccc1)cn2-c1ccccc1
23. Cn1cccc1C(=O)NCC1CCCCC1
24. CCSCCOC(=O)C1=C(C)NC2=C(C(=O)CCC2)C1c1coc2ccccc2c1=O (stereo unspecified)
assay / entry	17	18	19	20	21	22	23	24
MC4R barr agon	-0.8	-2.2	-0.6	-3.8	-1.6	-1.6	1.1	1.3
PDI turbidity	-3	-6	4	4	7	-12	-5	6
m5-HT2A agonist	3	-1	0	-13	2	-10	-7	4
MC4R antag cAMP	10	-3	2	1	-19	7	4	-2
Glyco luc inh	2	1	-2	-4	6	6	0	-2
ABHD5 PLIN5 PPI	-6	-2	-2	3	7	8	-8	-2
ABCB6 inh MLPCN	101	98	107	102	91	101	100	90
Cardio protect	-4	-7	8	1	2	17	1	17
CaV13 FRET inh	-21	-4	-5	.	-2	-6	-5	.
Granule exo inh	-13	-10	-4	-7	1	4	2	-2

25. COc1cc(O)c(C(CCN2CCCC(C)C2)c2ccc3c(c2)OCO3)c(OC)c1 (stereo unspecified)
26. COc1ccc(NC(=O)CSc2ccccc2)cc1S(=O)(=O)N1CCCCC1
27. CCOC(=O)C1CCCN(C(=O)c2cc3c(C)nc4ccccc4c3o2)C1 (stereo unspecified)
28. NC(=O)c1c(-c2ccc(Cl)cc2Cl)csc1NC(=O)Cc1ccccc1
29. O=C(CSc1nc2nn(-c3ccccc3)c(=O)c-2c2n1CCCCC2)c1ccc(OC(F)F)cc1
30. O=c1c2ccccc2nc2ccc(NCc3cccs3)nn12
31. CCCNC(=O)COc1ccccc1[N+](=O)[O-]
32. COc1nc(OC)nc(N2CCC(C(=O)NCc3cccs3)CC2)n1
assay / entry	25	26	27	28	29	30	31	32
MC4R barr agon	1.7	-3.2	0.9	-0.8	0.3	-3.8	-0.3	2.9
PDI turbidity	-4	0	-1	0	11	4	8	-2
m5-HT2A agonist	-15	-6	-4	4	5	-1	2	0
MC4R antag cAMP	5	7	0	5	3	6	1	-6
Glyco luc inh	5	1	3	-8	1	-1	0	-2
ABHD5 PLIN5 PPI	-3	-3	-3	-7	0	3	-2	-10
ABCB6 inh MLPCN	100	98	83	93	95	96	94	92
Cardio protect	-7	-3	21	-29	6	-6	5	5
CaV13 FRET inh	-10	.	-4	-3	-5	2	-3	-4
Granule exo inh	0	8	0	5	10	0	8	0

33. Cc1ccc(C2(C)NC(=O)N(CC(=O)Nc3cc(S(=O)(=O)N(C)C)ccc3C)C2=O)cc1 (stereo unspecified)
34. CCOc1cc(-c2ccc(N)c(OCC)c2)ccc1N
35. O=C(COC(=O)CCN1C(=O)/C(=C\C=C\c2ccccc2)SC1=S)Nc1cc(F)ccc1F
36. O=[N+]([O-])c1ccc2nc(CCCc3nc4ccc([N+](=O)[O-])cc4[nH]3)[nH]c2c1
37. Cc1ccc(CN2CC(C(=O)Nc3ccc(F)c([N+](=O)[O-])c3)CC2=O)cc1 (stereo unspecified)
38. C[C@H](CO)N1C[C@H](C)[C@@H](CN(C)Cc2ccc(Cl)c(Cl)c2)OCc2cnnn2CCCC1=O
39. O=C1CCN(CCCc2ccccc2)CCN1[C@H](CO)Cc1ccccc1
40. CCN(CC)c1ccc(NC(=O)c2cnc3ccccn3c2=O)c(C)c1
assay / entry	33	34	35	36	37	38	39	40
MC4R barr agon	-1.9	-1.9	-0.8	-1.5	-1.6	-1.4	-0.1	2.1
PDI turbidity	8	-1	4	-4	8	16	-5	2
m5-HT2A agonist	-4	-1	1	-3	6	-4	-8	3
MC4R antag cAMP	6	0	-5	6	9	8	-1	-1
Glyco luc inh	4	2	0	3	3	0	2	-3
ABHD5 PLIN5 PPI	-7	7	-4	0	5	-5	3	-4
ABCB6 inh MLPCN	100	99	96	96	98	101	101	96
Cardio protect	5	-10	-6	6	-3	4	-4	-9
CaV13 FRET inh	-2	.	-8	-5	7	-3	-5	.
Granule exo inh	?	-2	0	2	-2	-4	8	-3

41. CCCCC[n+]1ccn(-c2nc3ccccc3nc2[N-]S(=O)(=O)c2ccc(C)cc2)c1
42. CCOC(=O)C(=CNc1nc2ccc(C(=O)OCC)cc2s1)C(=O)OCC
43. C/C=C(\C)CN1CCC(Oc2cc(C(=O)NC3CC3)ccc2OC)CC1
44. CSc1ncccc1C(=O)N1CCN(C(=O)c2ccccc2)CC1
45. COC(=O)c1ccc(C23CC4(C2)[C@H](CN(Cc2cccnc2)[C@@H]4c2ccccc2)C3c2ccccc2)cc1 (stereo partly specified)
46. COc1ccc(S(=O)(=O)N(C)C[C@H]2Oc3ccc(NC(=O)CCC(F)(F)F)cc3C(=O)N([C@H](C)CO)C[C@@H]2C)cc1
47. CCOC(=O)c1[nH]c2ccc(OC)cc2c1NC(=O)c1cccc(OC)c1
48. O=C(NNS(=O)(=O)c1ccccc1)c1csc(-c2cccnc2)n1
49. Cc1cc(C)cc(C(O)c2ncc(-c3ccccc3C(F)(F)F)[nH]2)c1 (stereo unspecified)
50. O=C(c1cccc(COc2ccc(Cl)cc2Cl)c1)N1CCN(c2ccccn2)CC1
51. CCC(CC)C(=O)NCc1ccc(Cl)cc1
assay / entry	41	42	43	44	45	46	47	48	49	50	51
MC4R barr agon	-0.5	-0.5	1.9	-1.1	-1.8	-2.8	1.3	1.8	-1.7	0.3	0.0
PDI turbidity	1	10	3	-11	4	15	9	2	16	-2	-1
m5-HT2A agonist	3	-4	3	4	2	0	-3	-3	-8	-7	-2
MC4R antag cAMP	8	7	8	3	9	0	-3	7	4	3	5
Glyco luc inh	-6	1	-1	-5	-4	1	4	-5	2	-9	-1
ABHD5 PLIN5 PPI	-3	5	-4	1	-4	10	0	-1	-11	4	-4
ABCB6 inh MLPCN	100	101	101	96	100	103	91	102	94	95	101
Cardio protect	-11	9	10	1	-13	-2	15	5	-5	-6	1
CaV13 FRET inh	-4	-19	.	-19	-10	-3	-3	-1	-9	.	-7
Granule exo inh	-2	2	-3	-8	-6	-3	0	-2	-12	-5	-2

# Screens from PubChem BioAssay.
